Assay outcomes: PubChem, several laboratories
L929 necroptosis: L929 zVAD cell death inhibition; viability rescue, % at 10 µM; hit rate 0.38% among 220,000; L929 zVAD necroptosis rescue, ATP luminescence, 24 h; with zVAD 60 µM; AID 1377;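 active = activation, scaled between plate controls, above about 75%, limit read from the data; inactive = activation under that limit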;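 note: 0% = zVAD with DMSO and 100% = DMSO alone without zVAD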
Hck Nef HTS: inhibitors of human Hck kinase activated by Nef; P08631; Recombinant Hck-YEEI plus Nef, Z-Lyte FRET kinase assay; inhibition, % at 20 µM; hit rate 0.68% among 220,000;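 active = Hck-Nef kinase inhibition above about 50%, limit read from the data; inactive = inhibition below that limit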;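 note: 0% = DMSO with Hck plus Nef and 100% = Hck alone without Nef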
EP2 antag: inhibitors of human EP2 prostaglandin E2 receptor. P43116. C6 glioma cells expressing human EP2, cAMP TR-FRET; cells stimulated with saturating PGE2. inhibition, % at 25 µM. hit rate 0.52% among 260,000. AID 1422;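 active = percent inhibition above 40 after rounding to a whole number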;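 note: rat C6 glioma host cells with rolipram phosphodiesterase inhibitor present; the protocol text gives 20 µM as final concentration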
eIF4E 4G PPI: eIF4E/eIF4G interaction inhibition in translation initiation. P63073+Q04637. inhibition, % at 21.7 µM. hit rate 0.37% among 220,000. TR-FRET eIF4E-eIF4GI(517-606) binding, 2 h;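 active = inhibition above about 30%, limit read from the data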;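 note: 0% = full FRET control wells and 100% = background wells lacking eIF4GI fragment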
EP2 modulator: EP2 receptor (human) modulation; hit rate 0.83% among 260,000; EP2-expressing cells, cAMP HTRF FRET, PGE2 co-stimulation; P43116; induction, % at 25 µM;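 active = compounds whose cAMP rise, as percent of the full-agonist control response, exceeds 60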;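 note: rat C6 glioma line stably carrying human EP2 under a CMV promoter; the protocol text gives 20 µM as final concentration; 100% = response of wells given 1 µM PGE2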
Calpain2 inh: blocks pig calpain II enzyme activity; purified calpain II, fluorogenic peptide substrate, 30 min; inhibition, % at 16 µM; hit rate 0.37% among 220,000; AID 1236;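 active = inhibition above about 50%, limit read from the data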
14-3-3 Bad PPI: disrupts binding of bovine 14-3-3 zeta to phospho-Bad peptide. P63103. TR-FRET 14-3-3zeta/Dy647-pBad peptide displacement, 1 h. inhibition, % at 21.7 µM. hit rate 0.71% among 220,000;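 active = inhibition above about 70%, limit read from the data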;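 note: 0% = full 14-3-3 plus peptide FRET controls and 100% = background without 14-3-3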
Rad51 HR inh: Rad51 (human) homologous recombination inhibition | Q06609 | hRad51 DNA strand exchange, fluorescence dequenching | inhibition, % at 10 µM | hit rate 0.085% among 200,000 | AID 1385;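 active = inhibition above 40% at the single screening dose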;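 note: 0% = DMSO control wells and 100% = blanks with heterologous ssDNA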
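System: hRad51 filaments on single-stranded DNA; reagent: Fluorescein- and BHQ1-tagged 47-mer duplex; compound dosing: one concentration, 10 µM final; timing: filaments 15 min 37 °C, then compound 30 min; measured by: fluorescein emission 520 nm, excitation 485 nm; benchmarks: per-plate controls and blanks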
Tb hexokinase: T. brucei hexokinase 1 inhibition | recombinant TbHK1, G6PDH-coupled NADH A340 | inhibition, % at 10 µM | hit rate 0.11% among 220,000;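 active = inhibition of 50% or more in the single-dose primary screen; inactive = inhibition below 50%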
Numbers without * were called inactive; [ ] = dose if it differs, or a comment. Some of the compounds tested; rates above refer to the full screens.

Results for CC(=O)c1c(C)n(CC(=O)NCc2ccc3c(c2)OCO3)c2ccccc12 ?
L929 necroptosis: -0.6; Hck Nef HTS: -4; EP2 antag: 6; eIF4E 4G PPI: -16; EP2 modulator: -3; Calpain2 inh: -4; 14-3-3 Bad PPI: -7; Rad51 HR inh: -11; Tb hexokinase: 2

Results for Cn1c(SCC(=O)c2ccccc2)nnc1-c1ccc(O)cc1 ?
L929 necroptosis: -0.2; Hck Nef HTS: -2; EP2 antag: 5; eIF4E 4G PPI: -4[fluorescence artefact?]; EP2 modulator: 13; Calpain2 inh: 0; 14-3-3 Bad PPI: 3[fluorescence artefact?]; Rad51 HR inh: 4; Tb hexokinase: -7

How did O=C(CSc1nc2ccccc2o1)N1CCN(S(=O)(=O)c2ccc3ccccc3c2)CC1 do in these assays?
L929 necroptosis: -0.5; Hck Nef HTS: 4; EP2 antag: 1; eIF4E 4G PPI: 20; EP2 modulator: -11; Calpain2 inh: -54; 14-3-3 Bad PPI: -7; Rad51 HR inh: 3; Tb hexokinase: 3

Results for CC(C)Cn1c(N)c(C(=O)COC(=O)c2ccc3c(c2)OCCO3)c(=O)n(C)c1=O ?
L929 necroptosis: 0.0; Hck Nef HTS: 3; EP2 antag: 10; eIF4E 4G PPI: -1; EP2 modulator: -4; Calpain2 inh: -23; 14-3-3 Bad PPI: 3; Rad51 HR inh: -5; Tb hexokinase: -17

How did Cc1cccc(N(CC(=O)Nc2cccnc2)S(C)(=O)=O)c1 do in these assays?
L929 necroptosis: 0.2; Hck Nef HTS: 31; EP2 antag: 5; eIF4E 4G PPI: -3; EP2 modulator: 5; Calpain2 inh: -21; 14-3-3 Bad PPI: -6; Rad51 HR inh: -1; Tb hexokinase: -7

How did COc1cccc(-c2cc(C(F)(F)F)nc(N3CCCCC3)n2)c1 do in these assays?
L929 necroptosis: 2.2; Hck Nef HTS: 2; EP2 antag: 8; eIF4E 4G PPI: 0; EP2 modulator: 40; Calpain2 inh: 16; 14-3-3 Bad PPI: -6; Rad51 HR inh: -4; Tb hexokinase: 1

Results for COc1ccc(C(F)(F)F)cc1N/C=C/c1nnnn1-c1ccc(C)cc1 ?
L929 necroptosis: 1.6; Hck Nef HTS: 2; EP2 antag: 15; eIF4E 4G PPI: 6; EP2 modulator: -45; Calpain2 inh: -6; 14-3-3 Bad PPI: -3; Rad51 HR inh: 17; Tb hexokinase: -38

How did Cn1c(Cc2cccc3ccccc23)nnc1SCC(=O)N1CCN(c2cccc(Cl)c2)CC1 do in these assays?
L929 necroptosis: -1.1; Hck Nef HTS: 1; EP2 antag: 15; eIF4E 4G PPI: -20; EP2 modulator: 5; Calpain2 inh: -13; 14-3-3 Bad PPI: -11; Rad51 HR inh: -3; Tb hexokinase: -11

Results for CCOC(=O)/C=C(\C)Nc1cc(C)nn1-c1ccccc1 ?
L929 necroptosis: 0.0; Hck Nef HTS: -14; EP2 antag: 6; eIF4E 4G PPI: 2; EP2 modulator: 15; Calpain2 inh: 6; 14-3-3 Bad PPI: -9; Rad51 HR inh: -2; Tb hexokinase: 0

How did Cc1ccc(NC(=O)CN2c3cccc4cccc(c34)S2(=O)=O)cc1S(=O)(=O)N1CCOCC1 do in these assays?
L929 necroptosis: 0.4; Hck Nef HTS: 5; EP2 antag: 6; eIF4E 4G PPI: 16; EP2 modulator: -26; Calpain2 inh: -147; 14-3-3 Bad PPI: -13[fluorescence artefact?]; Rad51 HR inh: 10; Tb hexokinase: -5

What do the screens show for `COc1ccc(Cl)cc1NC(=S)NCc1cccnc1`?
L929 necroptosis: 1.8; Hck Nef HTS: 5; EP2 antag: 8; eIF4E 4G PPI: -2; EP2 modulator: -19; Calpain2 inh: -9; 14-3-3 Bad PPI: -3; Rad51 HR inh: 10; Tb hexokinase: -2

What do the screens show for `On1nnc2c3ccccc3c3ccccc3c21`?
L929 necroptosis: 1.7; Hck Nef HTS: 23; EP2 antag: 11; eIF4E 4G PPI: 3; EP2 modulator: 6; Calpain2 inh: -16; 14-3-3 Bad PPI: 22; Rad51 HR inh: 2; Tb hexokinase: 2

What do the screens show for `C/C(=N\Nc1c([N+](=O)[O-])c(C)nn1C)c1ccc(F)cc1F`?
L929 necroptosis: 3.7; Hck Nef HTS: 14; EP2 antag: 7; eIF4E 4G PPI: 4; EP2 modulator: 13; Calpain2 inh: -2; 14-3-3 Bad PPI: -17; Rad51 HR inh: 4; Tb hexokinase: -2

How did Cc1cc(C=C2C(=O)c3ccccc3C2=O)c(C)n1-c1ccccc1 do in these assays?
L929 necroptosis: 0.7; Hck Nef HTS: -1; EP2 antag: 6; eIF4E 4G PPI: 6; EP2 modulator: -1; Calpain2 inh: -1; 14-3-3 Bad PPI: -14; Rad51 HR inh: 0; Tb hexokinase: -3

What do the screens show for `CCOC(=O)N1CCN(C(=O)c2cc(-c3ccc(OCC)cc3)nc3ccccc23)CC1`?
L929 necroptosis: -0.6; Hck Nef HTS: 2; EP2 antag: 1; eIF4E 4G PPI: 3; EP2 modulator: 3; Calpain2 inh: inactive; 14-3-3 Bad PPI: -7; Rad51 HR inh: -1; Tb hexokinase: -43

Retrieved one by one from above, four records:
What do the screens show for `CCOC(=O)N1CCN(C(=O)c2cc(-c3ccc(OCC)cc3)nc3ccccc23)CC1`?
L929 necroptosis: -0.6; Hck Nef HTS: 2; EP2 antag: 1; eIF4E 4G PPI: 3; EP2 modulator: 3; Calpain2 inh: inactive; 14-3-3 Bad PPI: -7; Rad51 HR inh: -1; Tb hexokinase: -43

Results for CC(=O)c1c(C)n(CC(=O)NCc2ccc3c(c2)OCO3)c2ccccc12 ?
L929 necroptosis: -0.6; Hck Nef HTS: -4; EP2 antag: 6; eIF4E 4G PPI: -16; EP2 modulator: -3; Calpain2 inh: -4; 14-3-3 Bad PPI: -7; Rad51 HR inh: -11; Tb hexokinase: 2

How did Cc1cc(C=C2C(=O)c3ccccc3C2=O)c(C)n1-c1ccccc1 do in these assays?
L929 necroptosis: 0.7; Hck Nef HTS: -1; EP2 antag: 6; eIF4E 4G PPI: 6; EP2 modulator: -1; Calpain2 inh: -1; 14-3-3 Bad PPI: -14; Rad51 HR inh: 0; Tb hexokinase: -3

What do the screens show for `C/C(=N\Nc1c([N+](=O)[O-])c(C)nn1C)c1ccc(F)cc1F`?
L929 necroptosis: 3.7; Hck Nef HTS: 14; EP2 antag: 7; eIF4E 4G PPI: 4; EP2 modulator: 13; Calpain2 inh: -2; 14-3-3 Bad PPI: -17; Rad51 HR inh: 4; Tb hexokinase: -2

Later entries:
What do the screens show for `COCCNC(=O)c1cc(-c2cccs2)on1`?
L929 necroptosis: 13; Hck Nef HTS: 24; EP2 antag: 8; eIF4E 4G PPI: 1; EP2 modulator: 26; Calpain2 inh: 0; 14-3-3 Bad PPI: 1[fluorescence artefact?]; Rad51 HR inh: 7; Tb hexokinase: 5

What do the screens show for `O=C(N/N=C/c1c(O)n(Cc2ccco2)c(=O)[nH]c1=O)c1ccccc1`?
L929 necroptosis: 0.8; Hck Nef HTS: 16; EP2 antag: 7; eIF4E 4G PPI: -2; EP2 modulator: -17; Calpain2 inh: -9; 14-3-3 Bad PPI: -9; Rad51 HR inh: -7; Tb hexokinase: -26

How did Cc1ccc(C)c(OCC(O)CN2CCCCC2C)c1 (stereo not given) do in these assays?
L929 necroptosis: 0.6; Hck Nef HTS: -1; EP2 antag: 10; eIF4E 4G PPI: 0; EP2 modulator: 14; Calpain2 inh: 36; 14-3-3 Bad PPI: 10; Rad51 HR inh: 2; Tb hexokinase: 0

What do the screens show for `Cc1ccc(S(=O)(=O)c2cc3c(=O)n4ccccc4nc3n(Cc3ccco3)c2=N)cc1`?
L929 necroptosis: -0.7; Hck Nef HTS: 27; eIF4E 4G PPI: 15[fluorescence artefact?]; EP2 modulator: 26; Calpain2 inh: inactive; 14-3-3 Bad PPI: 8[fluorescence artefact?]; Tb hexokinase: 4

How did CNC(=O)CC(=O)Nc1ccccc1C(=O)O do in these assays?
L929 necroptosis: 0.0; Hck Nef HTS: -1; EP2 antag: 8; eIF4E 4G PPI: -5[fluorescence artefact?]; EP2 modulator: 3; Calpain2 inh: -39; 14-3-3 Bad PPI: 6[fluorescence artefact?]; Rad51 HR inh: -3; Tb hexokinase: 4

What do the screens show for `Cc1ccc2nc(N(CCCN(C)C)C(=O)c3ccc(S(=O)(=O)N(C)C)cc3)sc2c1`?
L929 necroptosis: 0.1; Hck Nef HTS: 4; EP2 antag: 11; eIF4E 4G PPI: 7; EP2 modulator: 1; Calpain2 inh: -12; 14-3-3 Bad PPI: 18; Rad51 HR inh: -2; Tb hexokinase: 1

What do the screens show for `CCCCN(C)c1ccc([N+](=O)[O-])cc1`?
L929 necroptosis: 0.8; Hck Nef HTS: 5; EP2 antag: 8; eIF4E 4G PPI: 1[fluorescence artefact?]; EP2 modulator: -5; Calpain2 inh: 11; 14-3-3 Bad PPI: 3; Rad51 HR inh: 6; Tb hexokinase: 0

How did CSc1ccc(CNC(=O)c2c(C)noc2C)s1 do in these assays?
L929 necroptosis: 0.1; Hck Nef HTS: 2; EP2 antag: 14; eIF4E 4G PPI: 0; EP2 modulator: 25; Calpain2 inh: -8; 14-3-3 Bad PPI: -5; Rad51 HR inh: 5; Tb hexokinase: -1

Results for Cc1ccc(N2C(=O)C3CC(c4ccccc4)=C4C5C=CC(C6C(=O)N(c7ccc(C)cc7)C(=O)C56)C4C3C2=O)cc1 (stereo not given) ?
L929 necroptosis: -0.4; Hck Nef HTS: 1; EP2 antag: 4; eIF4E 4G PPI: 1; EP2 modulator: 37; Calpain2 inh: -61; 14-3-3 Bad PPI: -4; Rad51 HR inh: 7; Tb hexokinase: 16

How did CCCCn1c(SCc2ncc(-c3ccccc3)o2)nc2cc(S(N)(=O)=O)ccc21 do in these assays?
L929 necroptosis: -0.3; Hck Nef HTS: 1; EP2 antag: 5; eIF4E 4G PPI: -18; EP2 modulator: 14; Calpain2 inh: -96; 14-3-3 Bad PPI: 1; Rad51 HR inh: -19; Tb hexokinase: 5

What do the screens show for `Cc1cccc(-n2ncc3c(N(C)Cc4ccccc4)ncnc32)c1`?
L929 necroptosis: 0.4; Hck Nef HTS: 31; EP2 antag: 13; eIF4E 4G PPI: -23; EP2 modulator: -26; Calpain2 inh: 9; 14-3-3 Bad PPI: 0; Rad51 HR inh: 15; Tb hexokinase: -7

How did CCCOc1ccc(C(CC(=O)O)NC(=O)c2ccc3c(c2)OCO3)cc1 (stereo not given) do in these assays?
L929 necroptosis: 2.0; Hck Nef HTS: -1; EP2 antag: 12; eIF4E 4G PPI: 3; EP2 modulator: 6; Calpain2 inh: 14; 14-3-3 Bad PPI: -6; Rad51 HR inh: 6; Tb hexokinase: -9

Results for Cc1cc(C)c[n+](C(C)C(=O)c2ccc(-c3ccccc3)cc2)c1 (stereo not given) ?
L929 necroptosis: 0.2; Hck Nef HTS: 3; EP2 antag: 13; eIF4E 4G PPI: 5; EP2 modulator: -3; Calpain2 inh: -11; 14-3-3 Bad PPI: -20[fluorescence artefact?]; Tb hexokinase: 14

What do the screens show for `NC(N)=NC(N)=Nc1ccc2ccccc2c1`?
L929 necroptosis: 2.4; Hck Nef HTS: 29; EP2 antag: 1; eIF4E 4G PPI: 2; EP2 modulator: -21; Calpain2 inh: 8; 14-3-3 Bad PPI: 0; Rad51 HR inh: 2; Tb hexokinase: -3
